CAL PDZ FP-1: CAL PDZ peptide-binding inhibitors, primary screen, biochemical, fluorescence polarization, Cer-tagged CAL PDZ, HTS. purified CAL PDZ, TMR-peptide fluorescence polarization, 1 h. Golgi-associated PDZ and coiled-coil motif-containing protein (Homo sapiens), Q9HD26. 0.02% of 330,000 active. AID 504414, 2011. inhibition, % at 20 µM;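 active = highest replicate inhibition of at least 40%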;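 note: plate controls were DMSO neutral control wells for no effect and unlabeled competitor peptide control wells for full effect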
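Control set: unlabelled peptide and DMSO controls / Material: purified CerCALP PDZ construct / Timing: 1 h incubation at room temperature before polarization reading / Doses: 20 µM, one dose / Detection: fluorescence polarization (mP)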
Keap1 Nrf2 FP: Keap1-Nrf2 protein-protein interaction inhibitors, primary screen, biochemical, fluorescence polarization, single point; Keap1 Kelch-Nrf2 peptide fluorescence polarization, 1536-well; 0.15% of 340,000 active; inhibition, % at 9.4 µM; in the data active = inhibition above about 12%;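 note: human Keap1 Kelch domain with fluorescein labeled Nrf2 9mer peptide probe; 0% = neutral control wells and 100% = peptide positive control; higher means more block of Keap1 binding to Nrf2 peptide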
LANA DNA inh: inhibitors of KSHV C-LANA binding to DNA, primary screen, biochemical, fluorescence polarization, FAM-LBS DNA, MBP-C-LANA, single point; Kaposi's sarcoma herpesvirus LANA C-terminal domain (residues 932-1162) DNA binding; inhibition, % at 9 µM; 0.078% of 340,000 active;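 active = highest replicate inhibition at or above 60% at 9 µM, even if other replicates fall short; inactive = all replicates below 60% inhibition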;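 note: 0% = neutral control wells and 100% = 4 µM acridine orange control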
NSD2 inh: NSD2 histone methyltransferase inhibitors, primary screen, biochemical, AlphaScreen, single concentration, set 2. Histone-lysine N-methyltransferase NSD2 (Homo sapiens), O96028. NSD2 peptide methylation, 120 min. inhibition, % at 12.5 µM. 0.54% of 310,000 active. AID 743445, 2014; in the data active = inhibition above about 50%
V-ATPase pH: regulators of yeast V-ATPase proton pumping, primary screen, pHLuorin cytosolic pH fluorescence; S. cerevisiae; 0.37% of 350,000 active; response, % at 10 µM; in the data active = response mostly above about 7.3%, no sharp cut-off; inactive = mostly below about 5.4%; note: actives read high; inactives centre near 0; some compounds called inactive have numbers as strong as hits
Pemphigus Ab inh: inhibitors of pemphigus antibody binding to DSG3, primary screen, biochemical, bead-based, flow cytometry, scFv-GFP. 0.48% of 310,000 active. DSG3-coupled beads, scFv-anti-DSG3-GFP binding; stronger effect = lower value. AID 588358, 2011. binding (percent of control), % at 10 µM;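 active = binding more than 3 SD below its plate's average and above zero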;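 note: hits lower antibody fragment binding to DSG3; some compounds called inactive have numbers as strong as hits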
CAL PDZ FP-2: untagged CAL PDZ binding inhibitors, primary screen, biochemical, fluorescence polarization, HTS; Golgi-associated PDZ and coiled-coil motif-containing protein (Homo sapiens), Q9HD26; purified CAL PDZ, TMR-peptide fluorescence polarization, 1 h; inhibition, % at 24.9 µM; 0.92% of 300,000 active; AID 602252, 2012;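 active = mean inhibition of at least 30% with at least half of replicates also reaching 30%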;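 note: 0% = DMSO neutral control and 100% = excess unlabeled competitor peptide PRC23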
Arr AP2 block: inhibitors of beta-arrestin/AP2 binding, primary screen, biochemical, GPCR trafficking, flow cytometry | beta-arrestin 1 C-terminal peptide binding to AP2 beta2-adaptin appendage (human) | FITC-arrestin peptide / GST-AP2 beads; AP2 beta2 appendage carries R879A mutation | inhibition, % at 10 µM | 0.31% of 340,000 active | AID 504490, 2011;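 active = inhibition above a set limit, near 3 SD of compounds lacking own fluorescence, cut at about 54% in these data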;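 note: plate controls were DMSO wells for no effect and 5 µM unlabelled arrestin peptide for full effect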
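Material – GST-tagged AP2 beta2-adaptin appendage (R879A) on 4 µm glutathione beads · Probe or stimulus – fluorescein-tagged arrestin peptide at 50 nM final · Timing – 12 min plus 1 h, RT · Detection – bead flow cytometry, FITC channel · Read-out basis – inhibition as reduced fluorescein signal on beads, percent · Medium – PBS plus Tween 20 (0.05%) and BSA (0.1%)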
DAGLB inh: DAGLB lipase inhibitors, primary screen, biochemical, fluorescence, HTS; Diacylglycerol lipase-beta (Homo sapiens), Q8NCG7; HEK293T DAGLB membrane lysate, EnzChek fluorogenic substrate; inhibition, % at 5.17 µM; 0.059% of 340,000 active; in the data active = inhibition above about 34%;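 note: 0% = enzyme with vehicle and 100% = wells lacking enzyme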
Target sequence (Q8NCG7 whole entry, looked up): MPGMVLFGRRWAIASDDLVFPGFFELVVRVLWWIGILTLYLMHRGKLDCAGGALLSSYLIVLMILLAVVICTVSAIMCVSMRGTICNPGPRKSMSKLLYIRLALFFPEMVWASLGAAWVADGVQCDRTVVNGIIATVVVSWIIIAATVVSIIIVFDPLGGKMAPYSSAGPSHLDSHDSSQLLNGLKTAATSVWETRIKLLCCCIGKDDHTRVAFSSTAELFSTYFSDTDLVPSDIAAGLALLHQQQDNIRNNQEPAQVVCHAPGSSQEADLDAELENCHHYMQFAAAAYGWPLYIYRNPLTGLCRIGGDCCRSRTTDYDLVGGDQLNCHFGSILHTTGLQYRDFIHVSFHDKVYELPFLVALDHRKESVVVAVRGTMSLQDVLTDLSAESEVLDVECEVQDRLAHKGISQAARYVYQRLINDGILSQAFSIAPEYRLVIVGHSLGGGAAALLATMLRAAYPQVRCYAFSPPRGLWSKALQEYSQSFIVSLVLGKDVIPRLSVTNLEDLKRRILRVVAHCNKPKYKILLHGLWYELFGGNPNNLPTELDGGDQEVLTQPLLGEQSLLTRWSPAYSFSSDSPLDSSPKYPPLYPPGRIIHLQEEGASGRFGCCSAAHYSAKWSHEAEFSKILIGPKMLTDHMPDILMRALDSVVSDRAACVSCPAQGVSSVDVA
Cardiac RTF inh: cardiac RTF calcium sensitivity inhibitors, primary screen, biochemical, IANBD-TnC fluorescence, EC70 calcium. Troponin I, cardiac muscle (Homo sapiens) + Troponin T, cardiac muscle (Homo sapiens) + …. IANBD-labeled cardiac RTF, Ca2+ fluorescence. inhibition, % at 7.15 µM. 0.12% of 340,000 active. AID 493244, 2011;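 active = inhibition above the mean inhibition of all tested compounds plus 3 SD, cut at about 17% in these data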;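 note: assay run at fixed EC70 calcium of 1.6 mM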
Starred values were filed as active, the others as inactive; / = no result given. This is a subset, so the mix of outcomes need not match the whole.

Order of values – CAL PDZ FP-1	Keap1 Nrf2 FP	LANA DNA inh	NSD2 inh	V-ATPase pH	Pemphigus Ab inh	CAL PDZ FP-2	Arr AP2 block	DAGLB inh	Cardiac RTF inh
1. Cc1ccc(OCC(=O)NNC(=S)NC(=O)c2ccc(Br)o2)c(C)c1
 : -1.5	-3	-1.0	-1	-1	100	-10	-10	0	0
2. CSc1ccc(CCNC(=O)C2CCCN(c3ncnc4c3nc3n4CCCCC3)C2)cc1 (stereo not given)
 : -0.7	-2	-1.3	4	-1	101	2	21	-4	-3
3. CC(=O)n1cc(/C=C2/N=C(c3ccccc3)OC2=O)c2ccccc21
 : -2.1	4	-0.5	0	2	107	-1	0	0	-7
4. Cc1cc(C(=O)CSc2nnc(-c3cccnc3)n2-c2ccccc2F)c(C)n1CC1CCCO1 (stereo not given)
 : -0.1	-7	-0.9	3	-4	107	-5	-1	0	1
5. C(=C\c1ccccc1)/CSc1nnc(-c2ccccn2)n1Cc1ccco1
 : -0.1	-11	-1.9	-1	5	101	6	-1	-2	-6
6. CCOC(=O)c1c(-c2ccccc2)cn2c(C)cc(C)nc12
 : -2.6	3	2.9	3	-2	97	1	22	1	-7
7. NC(=O)C1=C[C@@H](c2coc3ccccc3c2=O)C[C@@H](OCCCCO)O1
 : -0.6	1	-2.5	/	-9	101	-2	0	-3	7
8. COc1ccc(/C=C/C(=O)N2CCN(S(=O)(=O)c3ccccc3)CC2)cc1OC
 : -0.4	-6	-0.1	-4	-1	95	-4	5	0	1
9. CCOC(=O)C1=C(C)NC(=O)C(C#N)C1c1ccncc1 (stereo not given)
 : -1.0	-4	-1.1	1	-3	100	-2	4	1	-7
10. CCCCn1c2c(c(=O)n(C)c1=O)C(c1ccc(OC)cc1)N1CCCCCC1=N2 (stereo not given)
 : -0.7	-4	0.6	14	-1	104	-1	7	1	-9
11. O=S(=O)(Cc1ccccc1Cl)Nc1ccccn1
 : -0.2	-3	1.2	-2	0	110	0	6	-1	3
12. CC1=NN(c2cccc([N+](=O)[O-])c2)C(=O)C1
 : -1.6	-9	1.2	-1	-1	111	0	16	13	4
13. C#CCSc1nc(-c2ccccc2)cc(C(F)(F)F)c1C#N
 : 0.3	-4	0.2	/	0	/	2	2	-6	-6
14. CCOC(=O)N1CCC(N(CCN(C)C)C(=S)Nc2ccc(F)c(Cl)c2)CC1
 : 0.4	-2	3.8	0	-4	105	5	11	-1	4
15. Cc1ccc2[nH]c(=O)c(-c3nc4ccccn4c3NCc3ccco3)cc2c1
 : 0.2	-2	-0.3	2	2	101	-4	10	2	1
16. COc1ccc(N2CCN(C(=O)CSc3nc4ccccc4c(=O)[nH]3)CC2)cc1
 : -1.8	2	0.9	-1	-2	96	-1	-10	1	-8
17. Cc1ccc(NC(=O)COC(=O)c2cccnc2)c(C)c1
 : 0.2	-2	-1.3	1	-2	108	/	10	-3	2
18. Cn1c(SCC(=O)Nc2nnc(-c3ccccc3)o2)nnc1C1CC1
 : -0.4	-1	-0.1	4	0	112	/	29	-1	6
19. Nc1cccc2c1C(=O)N(C(=O)c1ccc(S(=O)(=O)N3CCCCCC3)cc1)C2=O
 : -2.3	-5	2.9	/	-2	102	0	21	-1	2
20. O=C(NCCCO)C(=O)Nc1ccc2c(c1)N(S(=O)(=O)c1cccs1)CCC2
 : -5.1	3	1.8	16	0	98	-7	30	0	-6
21. CCOC(=O)[C@H]1[C@H]2COc3ccc(Br)cc3[C@@H]2N2C(=O)c3ccc(F)cc3NC(=O)[C@@]12C
 : -1.7	-5	-0.2	/	-1	98	-4	1	-2	-7
22. CC1(C)Cc2cccc(OCC(=O)NCc3ccccc3)c2O1
 : -2.4	2	-0.6	0	-3	108	0	4	0	-8
23. C[C@H](NC(=O)c1ccc(C(C)(C)C)cc1)C(=O)N1CCN(C/C=C/c2ccccc2)CC1
 : 0.0	-1	-0.8	1	-1	111	-3	-3	-11	1
24. CCc1c(O)c(/C(C)=N\O)c(=O)n(-c2ccccc2)c1-c1ccccc1
 : 0.0	1	2.8	1	-6	122	-1	2	-1	3
25. O=C(Nc1ccc(N2CCN(C(=O)c3ccc(Cl)cc3)CC2)cc1)c1ccc2c(c1)OCCO2
 : /	3	-2.1	6	0	101	-3	19	4	-5
26. C/C(CC(=O)NCc1ccco1)=N\NC(=O)c1ccc([N+](=O)[O-])cc1Cl
 : -1.3	-2	0.8	0	1	108	-2	12	4	7
27. CCCn1c(-c2ccc(F)cc2)cnc1SCC(=O)O
 : -1.3	-10	-0.1	0	0	107	1	4	0	-6
28. O=[N+]([O-])c1ccccc1CSc1nc2ccccc2o1
 : -3.1	-1	-0.1	1	0	97	4	-2	-1	-2
29. COc1ccc(-c2csc(NC(=O)C3CCN(C(=O)c4ccc(F)cc4)CC3)n2)cc1OC
 : -2.0	0	-0.7	-2	-1	109	0	12	3	-6
30. CNC(=O)c1c(NC(NC(=O)c2ccco2)C(=O)c2ccc(Cl)cc2)sc2c1CCCC2 (stereo not given)
 : -1.0	-6	-0.3	3	4	92	-2	1	1	-6
31. CCCCn1c(=O)[nH]c2c(oc3ccccc32)c1=O
 : -0.4	-6	0.9	-1	-4	107	-10	2	3	-4
32. COC(=O)N/N=C/c1cn(CCCOc2ccc(C)cc2)c2ccccc12
 : -3.1	3	-1.3	1	-3	85	-1	-2	0	-9
33. CN(C)C(=O)N1CCC(C(=O)NCc2cccs2)CC1
 : -2.6	2	-1.5	-1	-3	101	-2	5	0	-5
34. Cc1ccc(NC(=O)CN2C(=O)N/C(=C/c3cc(C)n(-c4ccc(C(=O)O)cc4)c3C)C2=O)cc1
 : /	-2	58	40	2	101	2	44	3	-1
35. CC(C)CCn1c(SCC(=O)Nc2ccccc2C(F)(F)F)nc2nccnc2c1=O
 : -3.4	-3	0.1	4	-3	/	-4	29	1	1
36. O=C(NCc1ccc(Cl)cc1)C1CCCN(S(=O)(=O)c2cnc[nH]2)C1 (stereo not given)
 : -1.0	-2	-0.9	/	1	112	0	-8	0	-1
37. Cc1ccc(-c2nn3c(C)nnc3s2)cc1NC(=O)c1ccco1
 : -0.8	2	1.1	/	1	107	/	3	-6	-8
38. CN(C(=O)CC1C(=O)NCCN1Cc1ccoc1)C1CCOCC1 (stereo not given)
 : -1.2	-2	-2.6	-2	1	86	-1	0	-1	-8
39. O=C(CSc1nnc(NC(=O)c2cccc(F)c2)s1)NCc1ccco1
 : 14	-2	1.9	-3	-2	106	-4	-12	2	-6
40. CCOC(=O)c1c(C)n(C)c2ccc(OCC(O)Cn3nc(C)c(Br)c3C)cc12 (stereo not given)
 : -1.2	4	-0.4	2	-1	103	-1	17	-7	3
41. O=C(CCCSc1nnc(Nc2ccccc2F)s1)N1CCOCC1
 : -0.5	-2	0.9	/	-3	102	2	21	0	0
42. COc1ccc(NC(=O)CSc2nc(C)c3c(c2C#N)CCCC3)cc1
 : 1.1	-5	-0.5	-1	3	94	2	0	-3	-1
43. COc1ccccc1NC(=O)CSc1ccc2nnc(-c3ccc(C)cc3)n2n1
 : -9.0	-2	1.6	/	0	98	/	14	-3	0
44. CCCc1c(C(=O)N/N=C/c2ccc(OC)c(OCc3ccccc3)c2)nnn1-c1nonc1N
 : -1.2	-5	-0.5	-4	0	/	-1	-2	0	-7
45. O=C(c1ccccc1)c1coc2c1C(=O)c1ccccc1C2=O
 : -1.3	1	3.0	/	1	104	-1	-2	21	3
46. COCCn1c(=O)[nH]c2cc(C(=O)N3CCN(c4cccc(Cl)c4)CC3)ccc2c1=O
 : -0.6	-2	-1.2	30	6	/	/	23	2	-7
47. CC1CCN(CCc2nc3cc(NC(=O)COc4ccc([N+](=O)[O-])cc4)ccc3n2C)CC1
 : -3.4	2	-1.9	6	-4	/	1	-6	2	-7
48. O=S(=O)(c1cccc(NC(=S)Nc2ccc(Br)cc2Cl)c1)N1CCOCC1
 : -0.4	-1	1.1	-1	3	103	-9	-2	1	0
49. CCCCNC(=O)c1cc2cc(CC)ccc2[nH]1
 : -0.5	2	-1.3	1	2	/	-2	18	-3	-8
50. COc1ccc(OC)c(/C=C/c2nc3ccccc3[nH]c2=O)c1
 : -1.4	2	6.5	-4	-1	90	-6	22	-4	-103

Next part:
Order of values – CAL PDZ FP-1	Keap1 Nrf2 FP	LANA DNA inh	NSD2 inh	V-ATPase pH	Pemphigus Ab inh	CAL PDZ FP-2	Arr AP2 block	DAGLB inh	Cardiac RTF inh
51. CCCCCCNCC1OCc2ccccc2CO1
 : -2.3	-6	0.3	2	0	94	-2	-4	0	3
52. COC(=O)C1Cc2c([nH]c3ccccc23)C(C)N1 (stereo not given)
 : 0.6	-1	0.6	0	-4	/	-2	6	-2	-4
53. Cc1cccc(N2C(=O)c3ccc(C(=O)Nc4c[nH]c(=O)[nH]c4=O)cc3C2=O)c1
 : -2.2	0	-1.0	-29	0	96	-2	24	3	-9
54. COc1ccc(Nc2nc(NCCCN3CCOCC3)nc(N)c2[N+](=O)[O-])cc1
 : -1.0	1	1.7	4	1	/	-2	34	-2	-5
55. COCCOC(=O)C1=C(N)OC2=C(C(=O)CCC2)C1c1cccnc1 (stereo not given)
 : 1.4	-1	-0.5	-4	2	/	-2	24	0	-15
56. CC(CCc1ccccn1)(CCc1ccccn1)C(=O)c1ccccc1
 : -0.2	5	2.1	2	-2	89	-2	4	0	0
57. CCCCOc1ccc(C(=O)NCC(=O)NC2CCN(Cc3ccccc3)CC2)cc1
 : -0.8	-4	1.5	0	-1	/	/	1	-1	-4
58. CC(C)Nc1nc2ccccc2c(=O)[nH]1
 : -2.1	2	0.3	7	0	102	-7	5	-1	-8
59. CCCCOC(=O)C(C)c1c(C)[nH]c(=S)[nH]c1=O (stereo not given)
 : -0.7	-2	-1.2	-2	-1	102	-5	10	0	-6
60. CCOc1ccc(OCCOc2cccc(C(F)(F)F)c2)cc1
 : 0.3	2	2.3	-4	2	103	0	-11	-18	2
61. Cc1ccc(Cl)cc1NC(=O)COC(=O)CN1C(=O)C2CCCCC2C1=O (stereo not given)
 : -0.3	0	-1.9	5	6	101	/	14	-1	-3
